Compound activity deposited in PubChem by National Center for Advancing Translational Sciences (NCATS).
BAZ2B inh = qHTS Assay for Inhibitors of BAZ2B. 4.4% of 360,000 active. Potency, µM (series often up to 114 µM), for inactives: at the top dose activity change, negative = inhibition, most hits filed as inhibitors. AID 504333, 2011. AlphaScreen BAZ2B-H3K14Ac peptide displacement. Bromodomain adjacent to zinc finger domain protein 2B (Homo sapiens), Q9UIF8; also: % is scaled to controls: 0 for no effect and ±100 for the full control effect; nearly all actives have a fitted effect of over 60% in size
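Inhibition is scored as reduced AlphaScreen emission. The BAZ2B/b-H3(5-23)K14Ac complex (50 nM each) in PBS pH 7.4, 0.01% Tween-20 meets compound (up to 110 uM) for 30 min at RT before bead addition.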
Apoferritin bind = qHTS Assay for Identification of Novel General Anesthetics; apoferritin/1-aminoanthracene competitive binding, fluorescence; Ferritin light chain (Equus caballus), P02791; AID 485281, 2010; 0.074% of 350,000 active; Potency, µM (highest dose often 77.5 µM), for inactives: top-dose activity change, negative = displacement, usual class: inhibitors; also: % is scaled to controls: 0 for no effect and ±100 for the full control effect; nearly all actives have a fitted effect of over 20% in size
Target sequence (P02791 2-175 limits assumed): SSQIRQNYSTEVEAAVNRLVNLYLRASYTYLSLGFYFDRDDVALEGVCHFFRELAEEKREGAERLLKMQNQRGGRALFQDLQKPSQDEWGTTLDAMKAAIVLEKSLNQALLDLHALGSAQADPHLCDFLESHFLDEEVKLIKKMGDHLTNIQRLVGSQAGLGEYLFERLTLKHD
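10 uM apoferritin + 50% sat. 1-AMA, PBS; cpd 10 min RT; Ex380/Em535 endpoint; normalized to free probe vs complex; 4-param Hill fit; propofol titration as pos. ctrl.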
POLI inh = qHTS for Inhibitors of Polymerase Iota. 1% of 390,000 active. Pol iota fluorescent replication assay, 10 min. Potency, µM (top dose mostly 115 µM), without a hit: at the top dose activity, negative = inhibition, most hits filed as inhibitors. DNA polymerase iota (Homo sapiens), Q9UNA4
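Fluorescent replication assay read twice, at 0 min and 10 min after adding 50 nM (final) substrate. Enzyme (10 nM) and compounds were first incubated 15 min at room temperature; enzyme-free buffer wells were negative controls.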
APE1 inh = qHTS Assay for Inhibitors of the Human Apurinic/apyrimidinic Endonuclease 1 (APE1). DNA repair nuclease/redox regulator APEX1 (Homo sapiens), P27695. AID 2517, 2012. recombinant APE1, TAMRA/BHQ-2 abasic DNA cleavage fluorescence. Potency, µM (titrated, usually from 65.8 µM), for the others: at the highest dose activity change, negative = inhibition, hits mostly inhibitors. 0.35% of 350,000 active;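 also: plate controls were vehicle for no effect and reference inhibitor for full effect; nearly all actives have a fitted effect of over 55% in size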
Target sequence (P27695 whole entry, looked up): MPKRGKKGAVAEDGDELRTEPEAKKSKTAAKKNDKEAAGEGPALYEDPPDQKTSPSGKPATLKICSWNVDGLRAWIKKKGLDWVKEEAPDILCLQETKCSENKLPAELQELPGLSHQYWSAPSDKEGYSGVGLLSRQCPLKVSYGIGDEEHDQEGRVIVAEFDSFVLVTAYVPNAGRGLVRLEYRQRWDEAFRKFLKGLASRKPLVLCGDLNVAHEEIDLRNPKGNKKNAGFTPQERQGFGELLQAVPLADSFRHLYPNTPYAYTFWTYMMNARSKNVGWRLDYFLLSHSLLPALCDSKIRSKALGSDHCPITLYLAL
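Incision of a quenched TAMRA/BHQ-2 THF abasic-site duplex (50 nM) by 0.75 nM APE1, after 15 min compound preincubation, measured as fluorescence increase over three 60 s reads. Values normalized to buffer, DMSO and NSC13755 control wells.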
POLB inh = qHTS Assay for Inhibitors of DNA Polymerase Beta; Potency, µM (top dose mostly 114 µM), without a hit: top-dose activity change, negative = inhibition, usual class: inhibitors; 1.3% of 340,000 active; P06746; AID 485314, 2010; Pol beta primer extension/strand displacement, fluorescence kinetic; also: % is scaled to controls: 0 for no effect and ±100 for the full control effect
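Enzyme-only controls used 10 nM Pol beta; buffer lacking enzyme served as negative control. Compound preincubated 15 min, then 50 nM substrate added; 0 and 10 min reads at room temperature.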
G9a inh = qHTS Assay for Inhibitors of Histone Lysine Methyltransferase G9a; AID 504332, 2011; Potency, µM (titrated, usually from 102 µM), for the others: top-dose activity, negative = inhibition, actives largely listed as inhibitors; 8.8% of 350,000 active; G9a H3K9 monomethylation, AlphaScreen, 2 h; also: % is scaled to controls: 0 for no effect and ±100 for the full control effect; nearly all actives have a fitted effect of over 75% in size
Target sequence (Q96KQ7 913-1193 limits assumed): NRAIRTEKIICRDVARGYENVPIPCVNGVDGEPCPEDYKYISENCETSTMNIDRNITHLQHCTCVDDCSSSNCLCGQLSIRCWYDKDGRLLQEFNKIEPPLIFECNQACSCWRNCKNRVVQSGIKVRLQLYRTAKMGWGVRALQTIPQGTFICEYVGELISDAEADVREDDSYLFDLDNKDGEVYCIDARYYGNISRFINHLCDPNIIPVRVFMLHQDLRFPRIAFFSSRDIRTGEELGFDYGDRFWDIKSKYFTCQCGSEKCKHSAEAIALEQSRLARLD
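Compounds were preincubated with 20 nM G9a for 15 min, after which biotinylated H3K9 peptide (500 nM) and SAM (20 uM) started a 2 h room-temperature reaction. Monomethylated product was quantified by antibody-based AlphaScreen chemiluminescence.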
BLM helicase inh = qHTS Assay for Inhibitors of Bloom's syndrome helicase (BLM). RecQ-like DNA helicase BLM (Homo sapiens), P54132. recombinant BLM DNA unwinding, fluorescence dequenching. Potency, µM (series often up to 56.1 µM), inactives show top-dose activity change, negative = inhibition, actives largely listed as inhibitors. 0.2% of 350,000 active;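 also: plate controls were vehicle for no effect and no enzyme for full effect; nearly all actives have a fitted effect of over 35% in size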
Pol eta inh = qHTS for Inhibitors of Polymerase Eta; 1.2% of 390,000 active; recombinant Pol eta, fluorescent DNA replication assay; Potency, µM (top dose mostly 114 µM), for inactives: at the top dose activity change, negative = inhibition, hits mostly inhibitors; DNA polymerase eta (Homo sapiens), Q9Y253; AID 588591, 2011; also: % is scaled to controls: 0 for no effect and ±100 for the full control effect
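Pol eta at 10 nM preincubated with compounds 15 min at room temperature; reaction started with fluorescent substrate (50 nM final) and read kinetically at 0 and 10 min.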
POLK inh = qHTS for Inhibitors of Polymerase Kappa; AID 588579, 2011; 0.53% of 400,000 active; Potency, µM (top dose mostly 107 µM), inactives show top-dose activity, negative = inhibition, actives largely listed as inhibitors; purified Pol kappa, fluorescent DNA synthesis assay, 10 min; DNA polymerase kappa (Homo sapiens), Q9UBT6; also: % is scaled to controls: 0 for no effect and ±100 for the full control effect
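Fluorescent qHTS in 1536-well format: enzyme (10 nM) and compound sat 15 min at room temperature before 50 nM substrate (final) was added. Signal taken at 0 and 10 min; no-enzyme buffer wells were negative controls.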
Numbers without * were called inactive; ? = inconclusive; . = not tested or not shown; & = joins results of further samples; [ ] = another dose, or the depositor's remark. Calls follow the shape of the dose curve; as a rule, active = well fitted curve in the direction sought with a large enough effect; inconclusive = small, poorly fitted or top-dose-only effect, or another doubt; inactive = no such curve, though single readings can be large; an effect the other way counts as inactive or inconclusive. Potency is read from the fitted curve at half-maximal effect. Only part of the results is shown; rates above refer to the full screens.

compound	BAZ2B inh	Apoferritin bind	POLI inh	APE1 inh	POLB inh	G9a inh	BLM helicase inh	Pol eta inh	POLK inh
Cc1ccc(CC2CC(=O)N(CCc3ccc4c(c3)OCO4)C2=O)cc1 (configuration not stated)	1.9%	-14.7%	3.5%	-4.2%	1.0%	18.9%	-3.8%	-22.7%	1.2%
CC1CCCN(C(=O)CCNS(=O)(=O)c2ccc(Br)cc2)C1 (configuration not stated)	-2.6%	.	9.8%	-7.9%	.	-7.1%[0.501 µM]	.	1.2%	-8.8%
CC(=O)c1ccc(N2CCN(S(=O)(=O)c3csc(C(N)=O)c3)CC2)cc1	-11.4%	-9.1%	-23.0%	25.4%	11.9%	30.5%[activator]	-1.9%	-12.1%	3.5%
CCN(CC)C(=O)C(=O)c1cn(CC(=O)NCc2ccc3c(c2)OCO3)c2ccccc12	-14.5%	-9.2%	16.0%	3.9%	14.8%	27.8%[12.7 µM]	-9.7%	-6.1%	-2.5%
COc1ccc(NC(=O)Cn2ccc3c(OC)cccc3c2=O)cc1	-1.8%	-12.2%	62.1%[activator]	-3.7%	-7.1%	-0.5%	-1.8%	-18.2%	-1.8%
CC(C)(C)c1ccc(C(=O)Nn2cnnc2)cc1	-3.1%	-2.5%	?	11.2%	-1.7%	-6.4%	-6.5%	-7.5%	-10.9%
N#CCCN1CCN(S(=O)(=O)c2ccc(S(=O)(=O)N3CCOCC3)cc2)CC1	-5.0%	3.1%	12.5%	-3.6%	1.0%	-21.1%[59 µM]	3.2%	-2.9%	-10.9%
CCN1CCN(Cc2ccc(NC(=O)Nc3ccc(SC)cc3)cc2)CC1	?	-7.3%	4.2%	-0.6%	11.6%	?	-7.4%	-6.8%	-17.8%
Cc1cc(Cl)ccc1OCCCC(=O)NNC(=O)c1ccncc1	4.9%	.	0.6%	1.2%	.	13.2%[12.7 µM]	.	3.4%	-4.6%
COC(=O)[C@@H]1CCCN1Cc1nc(Cc2ccccc2F)no1	-20.1%	?	8.9%	6.1%	-1.5%	-4.0%	-3.3%	-19.7%	1.8%
COc1ccc(CN(CC2CCCO2)S(=O)(=O)c2ccc(-n3cnnn3)c(OC)c2)cc1 (configuration not stated)	-10.8%	-0.2%	10.9%	-2.0%	-14.7%	-2.5%	-6.7%	-7.8%	-6.5%
Cc1ccccc1CSc1nnc(C)n1N	-3.6%	-10.3%	-0.3%[58.9 µM]	-2.4%	4.1%	-5.9%[12.7 µM]	0.6%	-18.7%	-3.3%

(next part)
compound	BAZ2B inh	Apoferritin bind	POLI inh	APE1 inh	POLB inh	G9a inh	BLM helicase inh	Pol eta inh	POLK inh
COCCn1c(=O)c(-c2ccc(F)cc2)nc2cnc(N(C)C)nc21	.	.	.	?	.	9.5%[0.501 µM]	-10.4%	.	-5.1%[60.1 µM]
O=C(Nc1nc2ccccc2[nH]1)c1ccccc1[N+](=O)[O-]	?	-11.8%	105.7%[activator]	-5.5%	-23.0%	2.9%	-6.4%	-16.0%	-3.9%
CC(N=c1ccccn1C(=O)Nc1ccc(Cl)cc1)c1ccco1 (configuration not stated)	31.1%[activator]	?	19.2%	-5.8%	9.0%	17.5%[12.7 µM]	-6.6%	0.1%	1.1%[60.1 µM]
Cc1cc(C(=O)Nc2ccc3c(c2)OCCO3)ccc1[N+](=O)[O-]	-3.5%	-6.3%	1.9%	-1.1%	2.8%	11.5%	-5.2%	-4.9%	3.9%
CCC(C)n1c(SCc2ccc(C(C)(C)C)cc2)nc2ccsc2c1=O (configuration not stated)	11.0%	-6.8%	-4.0%	.	-15.0%	23.9%[59 µM]	-4.4%	-14.6%	-10.4%[60.1 µM]
CCOC(=O)N1CCN(C(=O)COC(=O)c2ccc(O)cc2O)CC1	.	-4.2%	-14.0%	-2.1%	-1.0%	19.4%	-0.3%	-6.2%	-13.3%
CC(C)[C@H](NC(=O)OCc1ccccc1)C(=O)N[C@H](C=O)Cc1ccccc1	.	-12.4%	1.4%[58.9 µM]	5.7%&3.5%	16.0%[57.1 µM]	0.1%[59 µM]	.	?	-20.2%[60.1 µM]
Cc1ccc(C(=O)NCc2cccnc2)cc1S(=O)(=O)Nc1ccccc1	-16.0%	-8.1%	22.1%	1.4%	-1.7%	-20.3%	-0.9%	-4.6%	3.0%
CCCCn1c(Oc2cccc(C(=O)OC)c2)nc2c1c(=O)n(C)c(=O)n2C	-13.5%	48.7%[activator]	-16.1%	.	2.0%	-1.6%[59 µM]	-3.8%	-20.5%	-11.5%[60.1 µM]
C=CCN1C(=O)C2(OCCCO2)c2ccccc21	8.4%[0.457 µM]	-0.8%	114.5%[activator]	21.5%	-0.4%	21.1%[59 µM]	-1.3%	-4.7%	1.9%
COc1ccc(C(C)=O)cc1COc1cccnc1[N+](=O)[O-]	-12.3%	0.0%	134.8%[activator]	8.1%	-0.3%	5.6%	-2.7%	-1.4%	-1.2%
CC(C)(C)c1ccc(Cn2c(=O)cnc3ccccc32)cc1	65.5%[activator]	?	15.5%	41.8%	0.4%	38.0%	-11.4%	-18.1%	1.9%

The results go on:
compound	BAZ2B inh	Apoferritin bind	POLI inh	APE1 inh	POLB inh	G9a inh	BLM helicase inh	Pol eta inh	POLK inh
O=C(CCCN1C(=O)C(c2ccccc2)Oc2cccnc21)Nc1cccc(F)c1 (configuration not stated)	0.4%	-9.9%	-7.7%	16.9%	28.9%	23.3%[59 µM]	-8.4%	-17.6%	-0.1%
O=C(O)CC1(c2ccc(F)cc2)C2CC3CC(C2)CC1C3 (configuration not stated)	5.3%	1.6%	?	69.4%[activator]	0.9%	10.3%	2.4%	-5.5%	-9.5%
C/C=C/C1=CC(=O)C[C@H](c2ccc(OC)c(OC)c2)C1	-0.3%	.	5.0%	-6.4%	.	24.8%[2.33 µM]	.	0.9%	-2.4%
CCOC(=O)N1CCC(NC(=O)c2cc3c(=O)[nH]c4ccccc4c3n2C)CC1	5.3%	-5.2%	-14.4%	?	-1.1%	-27.9%	-0.2%	-2.3%	-0.8%
CCOc1ccccc1CNC(=O)CC(C)n1ccc(C)n1 (configuration not stated)	-3.3%	-4.1%	-9.9%	.	8.4%	4.4%[59 µM]	0.4%	3.1%	9.7%
CSc1nc2nc3c(cn2n1)C(=O)CC(c1ccccc1)C3 (configuration not stated)	4.6%	-1.8%	-1.7%[58.9 µM]	0.4%	7.7%	19.8%[12.7 µM]	0.2%	-8.6%	-7.7%
O=C(NNC(=O)c1cc(-c2ccccc2)nn1-c1ccccc1)c1ccccc1	-5.0%	5.1%	1.8%	-6.9%	10.2%	-3.4%[59 µM]	3.7%	-23.7%	-20.4%
N#Cc1cccc(-c2cncnc2NCc2cccs2)c1	.	.	.	-1.1%	.	8.9%[0.501 µM]	0.9%	.	4.8%[60.1 µM]
COc1ccccc1/C=N/NC(=O)CSc1ccc2ccccc2n1	-23.6%	?	21.0%	-12.4%	23.3%	20.7%	-6.5%	-5.7%	-10.8%
CC(=O)OC1COC(n2ccc3cc([N+](=O)[O-])ccc32)C(OC(C)=O)C1OC(C)=O (configuration not stated)	8.3%	5.8%	20.3%	2.6%	2.5%	-11.8%[59 µM]	-5.4%	-11.5%	-3.3%
O=C(COc1ccc2c3c(c(=O)oc2c1)CCCC3)NCCCN1CCOCC1	-3.2%[57.1 µM]	0.9%	18.6%	80.1%[activator]	3.9%	-3.1%	16.7%	-6.2%	1.7%
CCC(C)N(C)C1CCN(C(=S)Nc2cccc(OC)c2)CC1 (configuration not stated)	10.2%	-5.7%	-2.9%	2.9%	8.6%	?	-0.7%	-9.8%	-2.8%

Record cards, from the list above. Order of screens: BAZ2B inh, Apoferritin bind, POLI inh, APE1 inh, POLB inh, G9a inh, BLM helicase inh, Pol eta inh, POLK inh
Listed for CCCCn1c(Oc2cccc(C(=O)OC)c2)nc2c1c(=O)n(C)c(=O)n2C : -13.5%, 48.7%[activator], -16.1%, ., 2.0%, -1.6%[59 µM], -3.8%, -20.5%, -11.5%[60.1 µM]
Listed for COC(=O)[C@@H]1CCCN1Cc1nc(Cc2ccccc2F)no1 : -20.1%, ?, 8.9%, 6.1%, -1.5%, -4.0%, -3.3%, -19.7%, 1.8%

Next section:
compound	BAZ2B inh	Apoferritin bind	POLI inh	APE1 inh	POLB inh	G9a inh	BLM helicase inh	Pol eta inh	POLK inh
CC1(C2CC2)NC(=O)N(CC(=O)Nc2ccccc2C#N)C1=O (configuration not stated)	-3.2%	.	68.6%[activator]	8.1%	.	?	.	-17.1%	3.6%
COCc1cc(N2CCN(c3ccccc3F)CC2)nc(-c2ccccc2)n1	4.1%	-4.3%	106.1%[activator]	-3.3%	-2.8%	34.5%[activator]	-4.7%	-18.7%	-3.0%
O=C(Nc1cccc(C(=O)N2CCCC2)c1)c1ccccc1Cl	11.5%	2.6%	8.9%	6.3%	5.7%	14.6%[59 µM]	0.9%	-4.8%	-12.5%
CC1c2cc3c(cc2CCN1C(=O)c1ccc(C(F)(F)F)cc1)OCCCO3 (configuration not stated)	-22.5%	?	15.8%	60.4%[activator]	-8.1%	25.0%	-3.3%	-19.6%	4.4%
NS(=O)(=O)c1ccc(CCNC(=O)Cc2c[nH]c3ccccc23)cc1	6.4%	-5.1%	15.4%	9.1%	19.2%	13.4%	2.9%	-2.8%	-10.7%
Cc1cc(C)cc(NC(=O)C(OC(=O)c2ccc(O)cc2)c2ccccc2)c1 (configuration not stated)	-2.7%	.	1.6%	2.7%	.	-7.6%[12.7 µM]	.	-17.4%	-20.3%
COC(=O)c1ccc(CSc2nc3c(c(=O)n2-c2ccc(F)cc2)SCC3)o1	?	-1.9%	4.9%	-3.0%	20.9%	?	-2.3%	-9.9%	-9.3%
Cc1nc([N+](=O)[O-])c(Sc2nc3ccc([N+](=O)[O-])cc3[nH]2)n1Cc1ccccc1	-38.8%	-10.2%	6.4%	1.6%	-3.0%	?	-1.0%	-16.3%	0.6%
